Diaphorase inh: counter-screen for diaphorase-based assays: diaphorase inhibitors and chemical oxidizers | diaphorase resazurin-to-resorufin fluorescence, NADH, 16 min; bacterial (C. kluyveri) enzyme, not human | inhibition, % at 20 µM | 190,000 compounds, 0.69% hits | AID 1217;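 active means primary screen inhibition at 20 µM above a set limit, cut at about 50% in these data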;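 further: plate controls were DMSO with full reaction for no effect and wells lacking NADH for full effect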
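controls = No-NADH positive control and DMSO neutral control | system = Clostridium kluyveri diaphorase enzyme | timing = reaction incubation of 16 min at room temperature | signal = resorufin fluorescence 544/590 nm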
Diaphorase act: counter-screen for diaphorase-based assays: diaphorase activators and chemical reducers. Diaphorase/resazurin coupled assay, resorufin fluorescence, 16 min; active compounds read high; 1 = vehicle wells, 0 = NADH-free wells. activation factor at 20 µM. 190,000 compounds, 0.005% hits. AID 1229;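 active means diaphorase activity raised at least twofold by the compound at 20 µM; inactive means activation factor below 2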
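Material: purified diaphorase enzyme from Clostridium kluyveri; Also added: 0.114 mM NADH and 0.1 mM resazurin, final amounts; Doses: single compound dose of 20 µM, 1% DMSO final; Times: 16 min enzyme reaction, ambient temperature; Detection: resorufin fluorescence, excitation 544 nm, emission 590 nm; Measure: increased resorufin signal from activators or reducing compounds.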
TLR4-MyD88 BLA: blocks binding of human TLR4 to MyD88; inhibition, % at 8.4 µM; AID 861; 200,000 compounds, 0.18% hits; O00206+Q99836; HeLa CL3-4 TLR4/MyD88 BLA complementation, FRET ratio; in the data active means inhibition above about 25%;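 further: 0% = vehicle and 100% = reference inhibitor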
APP 5UTR inh: APP translation inhibition. inhibition, % at 2 µM. 190,000 compounds, 0.82% hits. AID 1285. SH-SY5Y APP 5'UTR-luciferase reporter, luminescence;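 active means inhibition above a set limit, derived from the sample mean plus 3 SD, cut at about 45% in these data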; further: values of inactives mirror those of a sister screen read the other way
FLuc inh counter: counter-screen for luciferase assay inhibitors: firefly luciferase inhibition; P08659; ATPLite firefly luciferase biochemical luminescence, 10 min; inhibition, % at 10 µM; 200,000 compounds, 1.5% hits;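 active means inhibition above about 50% when tested at 10 µM, limit read from the data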
Target sequence (P08659 whole entry, looked up): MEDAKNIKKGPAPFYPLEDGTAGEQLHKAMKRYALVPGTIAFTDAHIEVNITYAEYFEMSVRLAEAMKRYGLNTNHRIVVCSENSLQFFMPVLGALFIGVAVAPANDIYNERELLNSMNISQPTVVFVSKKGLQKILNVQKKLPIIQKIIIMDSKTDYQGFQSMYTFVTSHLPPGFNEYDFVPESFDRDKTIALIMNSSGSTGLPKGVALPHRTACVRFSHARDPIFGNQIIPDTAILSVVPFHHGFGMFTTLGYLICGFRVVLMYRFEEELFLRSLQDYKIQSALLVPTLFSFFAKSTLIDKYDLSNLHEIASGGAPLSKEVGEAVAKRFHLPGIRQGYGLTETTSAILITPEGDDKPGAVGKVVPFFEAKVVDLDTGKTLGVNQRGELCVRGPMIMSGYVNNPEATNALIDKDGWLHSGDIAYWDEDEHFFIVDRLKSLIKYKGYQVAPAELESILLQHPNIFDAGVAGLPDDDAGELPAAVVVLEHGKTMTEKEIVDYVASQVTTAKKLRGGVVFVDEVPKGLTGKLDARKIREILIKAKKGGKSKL
APP 5'UTR act: APP 5'UTR luciferase reporter activation. activation, % at 2 µM. SH-SY5Y APP 5'UTR luciferase reporter, luminescence; zero percent = DMSO vehicle wells. 190,000 compounds, 1% hits. AID 1276;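 active means activation above a set limit, based on mean plus 3 SD of controls, cut at about 140% in these data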; further: values of inactives mirror those of a sister screen read the other way
FLuc act counter: firefly luciferase counter-screen for stimulation assays. P08659. ATPlite luciferase biochemical, luminescence, 10 min; 0 = ATP-free wells, 1 = DMSO control. activation factor at 10 µM. 200,000 tested, under 10 active. AID 1027;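 active means luciferase activation factor, scaled between plate controls, of at least 2 with compound at 10 µM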
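Material: luciferase plus luciferin reagent, cell-free. Medium: PBS buffer for ATP. Also added: ATP substrate, dispensed from a 10.24 µM working solution in PBS. Doses: test compounds dosed from 2 mM stocks in 100% DMSO. Incubation: 10 min post-reagent at room temperature. Technique: light output (luminescence). Read-out basis: luminescence gain marking luciferase activators.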
STAT1 activator: activators of IFN-gamma induced STAT1 signaling | AID 932 | 200,000 compounds, 2.6% hits | NIH 3T3 STAT1-luciferase reporter, luminescence; 100% = IFN-gamma alone, no compound | activation (% of control), % at 5.5 µM;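 active means activation above the screen-wide mean activation plus 3 SD, cut at about 130% in these data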;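 further: raw ratio to IFN-gamma control signal so 100% means no change and 0% no light; values of inactives mirror those of a sister screen read the other way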
G6PDH CS: counter-screen for G6PDH assay hits: L. mesenteroides G6PDH inhibition | inhibition, % at 5 µM | Purified L. mesenteroides G6PDH, diaphorase/resazurin coupled fluorescence, 45 min | 200,000 compounds, 0.12% hits; in the data active means inhibition above about 50%
NF-kB neuron act: NF-kB expression increase, human neuronal cells; AID 1239; 190,000 compounds, 1.6% hits; fold change at 12.5 µM; NF-kB reporter expression; active compounds read high; in the data active means fold change above about 3.3
An asterisk follows results filed as active; . = not tested or not shown.

no.	SMILES	NF-kB neuron act	APP 5UTR inh	Diaphorase inh	TLR4-MyD88 BLA	FLuc inh counter
1	O=C(N/N=C/c1cc(Br)c(O)c(Br)c1)c1cccc(C(F)(F)F)c1	1.1	2	20	1	-3
2	COc1ccc(C(=O)n2nc(-c3ccc(C)cc3)nc2N)cc1OC	1.1	-7	-8	-2	1
3	CCN(CC)C(=O)c1cc2c(=O)c3cc(F)ccc3oc2nc1C	1.4	-16	14	-3	-9
4	Cc1ccccc1-c1nc(CS(=O)(=O)CC(=O)N2CCc3ccccc32)c(C)o1	0.92	12	9	-7	-9
5	O=S(=O)(/N=C(/Nc1ccccc1F)c1ccccc1)c1ccccc1	1.1	-7	-4	6	-6
6	CCCc1nc(SCC(=O)N2CCCC2)c2ccccc2n1	1	-13	2	5	-3
7	CC(C)N(Cc1nc(-c2ccccc2)no1)C(=O)CN1C(=O)c2ccccc2C1=O	1.1	8	19	0	-6
8	Cc1cc([N+](=O)[O-])nn1CCCC(=O)Nc1ccc(Cl)cc1Cl	1.1	11	9	-3	-2
9	COc1ccc(CN2CCN(Cc3cccc4nonc34)CC2CCO)c(C)c1C (stereo not drawn)	0.81	10	8	4	-11
10	COc1ccccc1CNC(=S)NC1CCCCC1	0.98	-2	9	-10	-9
11	O=C(NNc1nc2c(F)cccc2s1)c1ccc(F)cc1	1	-5	4	-9	-8
12	Oc1ccccc1C=NC1CCCCC1N=Cc1ccccc1O (stereo not drawn)	1	-7	29	-2	-1

no.	STAT1 activator	APP 5'UTR act	FLuc act counter	Diaphorase act	G6PDH CS
1	104	-2	1	0.8	5
2	102	7	1	1.1	1
3	122	16	1.1	0.9	12
4	104	-12	1.1	0.9	-2
5	94	7	1.1	1	4
6	96	13	1	1	-8
7	96	-9	1.1	0.8	2
8	98	-11	1	0.9	2
9	101	-10	1.1	0.9	5
10	97	2	1.1	0.9	5
11	102	5	1.1	1	2
12	101	7	1	0.7	36

More records follow.
no.	SMILES	NF-kB neuron act	APP 5UTR inh	Diaphorase inh	TLR4-MyD88 BLA	FLuc inh counter
13	O=C(COc1ccc(-n2ccnc2)cc1)Nc1cccc(Cl)c1	0.86	11	-11	10	-4
14	COc1ccc(/C=N/OCC(=O)NC(c2ccccc2)c2ccccc2)c(OC)c1	0.94	-7	12	4	-5
15	O=C(N/N=C1/CCCc2ccccc21)c1cc([N+](=O)[O-])cc([N+](=O)[O-])c1	1	-4	10	-4	-5
16	O=C(CCCn1c(=O)[nH]c2cc(Cl)ccc2c1=O)N1CCN(c2ccc([N+](=O)[O-])cc2)CC1	1	3	25	8	-4
17	CC(=O)c1ccc(Nc2ccc(-c3ccccc3C)nn2)cc1	3	-58	10	4	28
18	Cc1cc(C)n(Cc2ccccc2)c(=O)c1S(=O)(=O)c1ccccc1	0.96	8	2	1	-5
19	N/C(Cc1cccs1)=N\OC(=O)COc1ccc(Br)cc1	1.2	.	10	-1	-6
20	CCOC(=O)C1=C(C)NC(C)=C(C(=O)OCC)C1c1ccc(Br)o1	0.82	3	28	-2	-4
21	CCn1c2ccccc2c2cc(NC(=O)c3cc(OC)c(OC)c(OC)c3)ccc21	3.2	8	15	-9	-4
22	CCC(=O)N1CCc2cc(Br)cc(S(=O)(=O)Nc3c(C)n(C)n(-c4ccccc4)c3=O)c21	0.97	16	22	1	-2
23	CCOC(=O)N1CCC(NC(=O)CCC(=O)N2CCOc3ccccc32)CC1	1	4	-1	3	-3
24	Cc1nc(Nc2ccc(C(=O)O)cc2)nc(Nc2ccc(C(=O)O)cc2)c1[N+](=O)[O-]	1.3	-1	25	9	-7

no.	STAT1 activator	APP 5'UTR act	FLuc act counter	Diaphorase act	G6PDH CS
13	118	-11	1	1.1	8
14	92	7	1.1	0.9	-3
15	97	3	1	0.9	2
16	99	-3	1	0.7	-4
17	144*	58	0.7	0.9	20
18	98	-8	1	1	2
19	110	.	1.1	0.9	12
20	104	-3	1	0.7	8
21	103	-8	1	0.9	4
22	103	-17	1	0.8	0
23	106	-3	1	1	10
24	90	1	1.1	0.7	6

The list continues.
no.	SMILES	NF-kB neuron act	APP 5UTR inh	Diaphorase inh	TLR4-MyD88 BLA	FLuc inh counter
25	CCOC(=O)C1CCN(CC(O)COCc2ccc3c(c2)OCO3)CC1 (stereo not drawn)	1.3	-12	4	-18	-7
26	O=C(NC(Nc1ccccn1)C(Cl)(Cl)Cl)c1ccccc1 (stereo not drawn)	1.3	-3	18	-4	-6
27	Oc1c(N=NC(=S)Nc2ccccc2F)c2ccccc2n1Cc1ccccc1F	0.76	13	1	4	-9
28	CCS(=O)(=O)N1CCCC(C(=O)N2CCc3ccccc3C2)C1 (stereo not drawn)	1.1	-1	3	-18	-4
29	CCn1cc(S(=O)(=O)CC(=O)Nc2cc(C)on2)c2ccccc21	1.1	-22	7	4	-3
30	CCC(=O)NC(=S)Nc1cccc(NC(=O)c2ccccc2Cl)c1	1.1	-23	12	-16	-4
31	CC(=O)Nc1ccc(C(=S)NCc2ccco2)cc1	1	10	18	5	-1
32	O=C(OCC(=O)N1c2ccccc2Sc2ccccc21)c1ccc[n+]([O-])c1	1	1	15	10	-8
33	CC(C)NC(=O)NC(=O)COC(=O)C1(C)CC1(Cl)Cl (stereo not drawn)	1.1	-17	9	8	-6
34	CCOc1ccccc1C(=O)NCc1ccco1	1.2	-3	13	6	-8
35	O=C(/C=C/c1cccs1)NCc1ccccc1	1.4	-23	-3	-5	7
36	Cc1ccc(Cl)cc1-n1ncc2c(NNC(=O)c3ccco3)ncnc21	1.1	5	20	7	0

no.	STAT1 activator	APP 5'UTR act	FLuc act counter	Diaphorase act	G6PDH CS
25	104	12	1.1	1	5
26	103	3	1.1	0.8	12
27	96	-13	1.1	1	6
28	104	1	1	1	8
29	101	22	1	0.9	4
30	95	23	1	0.9	5
31	102	-10	1	0.8	3
32	86	-1	1.1	0.9	7
33	98	17	1.1	0.9	-2
34	104	3	1.1	0.9	4
35	98	23	0.9	1	-2
36	104	-5	1	0.8	6

The list continues.
no.	SMILES	NF-kB neuron act	APP 5UTR inh	Diaphorase inh	TLR4-MyD88 BLA	FLuc inh counter
37	CC(=O)c1cccc(NC(=O)CCNS(=O)(=O)c2cccc3nonc23)c1	1.2	11	5	-9	-5
38	COCCn1c(C)cc(C(=O)CSc2nc3nc(C)cc(C)n3n2)c1C	0.83	-4	14	-1	-2
39	COc1cccc(C(=O)NC(=S)Nc2ccc(N3CCCC3)cc2)c1	0.99	-19	20	-2	-4
40	Nc1nc(Cn2nnc(-c3ccccc3F)n2)nc(N2CCOCC2)n1	0.88	-30	5	0	-2
41	Cc1cc(Nc2ccc3c(c2)OCCO3)c2cc(Cl)ccc2n1	0.95	-18	2	-16	-4

no.	STAT1 activator	APP 5'UTR act	FLuc act counter	Diaphorase act	G6PDH CS
37	105	-11	1.1	0.9	-4
38	99	4	1	0.9	1
39	100	19	1	0.8	4
40	100	30	1	0.9	-1
41	102	18	1	1	8

Excerpt, nos. 17 to 32
no.	SMILES	NF-kB neuron act	APP 5UTR inh	Diaphorase inh	TLR4-MyD88 BLA	FLuc inh counter
17	CC(=O)c1ccc(Nc2ccc(-c3ccccc3C)nn2)cc1	3	-58	10	4	28
18	Cc1cc(C)n(Cc2ccccc2)c(=O)c1S(=O)(=O)c1ccccc1	0.96	8	2	1	-5
19	N/C(Cc1cccs1)=N\OC(=O)COc1ccc(Br)cc1	1.2	.	10	-1	-6
20	CCOC(=O)C1=C(C)NC(C)=C(C(=O)OCC)C1c1ccc(Br)o1	0.82	3	28	-2	-4
21	CCn1c2ccccc2c2cc(NC(=O)c3cc(OC)c(OC)c(OC)c3)ccc21	3.2	8	15	-9	-4
22	CCC(=O)N1CCc2cc(Br)cc(S(=O)(=O)Nc3c(C)n(C)n(-c4ccccc4)c3=O)c21	0.97	16	22	1	-2
23	CCOC(=O)N1CCC(NC(=O)CCC(=O)N2CCOc3ccccc32)CC1	1	4	-1	3	-3
24	Cc1nc(Nc2ccc(C(=O)O)cc2)nc(Nc2ccc(C(=O)O)cc2)c1[N+](=O)[O-]	1.3	-1	25	9	-7
25	CCOC(=O)C1CCN(CC(O)COCc2ccc3c(c2)OCO3)CC1 (stereo not drawn)	1.3	-12	4	-18	-7
26	O=C(NC(Nc1ccccn1)C(Cl)(Cl)Cl)c1ccccc1 (stereo not drawn)	1.3	-3	18	-4	-6
27	Oc1c(N=NC(=S)Nc2ccccc2F)c2ccccc2n1Cc1ccccc1F	0.76	13	1	4	-9
28	CCS(=O)(=O)N1CCCC(C(=O)N2CCc3ccccc3C2)C1 (stereo not drawn)	1.1	-1	3	-18	-4
29	CCn1cc(S(=O)(=O)CC(=O)Nc2cc(C)on2)c2ccccc21	1.1	-22	7	4	-3
30	CCC(=O)NC(=S)Nc1cccc(NC(=O)c2ccccc2Cl)c1	1.1	-23	12	-16	-4

no.	STAT1 activator	APP 5'UTR act	FLuc act counter	Diaphorase act	G6PDH CS
17	144*	58	0.7	0.9	20
18	98	-8	1	1	2
19	110	.	1.1	0.9	12
20	104	-3	1	0.7	8
21	103	-8	1	0.9	4
22	103	-17	1	0.8	0
23	106	-3	1	1	10
24	90	1	1.1	0.7	6
25	104	12	1.1	1	5
26	103	3	1.1	0.8	12
27	96	-13	1.1	1	6
28	104	1	1	1	8
29	101	22	1	0.9	4
30	95	23	1	0.9	5

no.	SMILES	NF-kB neuron act	APP 5UTR inh	Diaphorase inh	TLR4-MyD88 BLA	FLuc inh counter
31	CC(=O)Nc1ccc(C(=S)NCc2ccco2)cc1	1	10	18	5	-1
32	O=C(OCC(=O)N1c2ccccc2Sc2ccccc21)c1ccc[n+]([O-])c1	1	1	15	10	-8

no.	STAT1 activator	APP 5'UTR act	FLuc act counter	Diaphorase act	G6PDH CS
31	102	-10	1	0.8	3
32	86	-1	1.1	0.9	7

Sorted by value in NF-kB neuron act (high to low): 3 of the compounds above
nr	smiles	NF-kB neuron act
2	COc1ccc(C(=O)n2nc(-c3ccc(C)cc3)nc2N)cc1OC	1.1
16	O=C(CCCn1c(=O)[nH]c2cc(Cl)ccc2c1=O)N1CCN(c2ccc([N+](=O)[O-])cc2)CC1	1
18	Cc1cc(C)n(Cc2ccccc2)c(=O)c1S(=O)(=O)c1ccccc1	0.96

Assay outcomes (PubChem BioAssay)
